CFTR F508del cor = F508del CFTR correction, initial screen, CFBE line, single point; CFBE cells, YFP halide quenching; stimulated with forskolin plus potentiator P3; % fluorescence drop versus neutral controls; activity (quench increase), % at 7.58 µM; 0.36% of 350,000 active; AID 720511, 2013;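 active = mean added fluorescence quench of at least 8% versus neutral control, with both replicates also reaching 8%; inconclusive = only one of the mean or replicate conditions met; inactive = mean below 8% and not both replicates reaching 8%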;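 note: cells transiently co-express mutant CFTR-F508del with the halide-sensitive YFP; corrector assay measuring rescue of mutant channel to the surface after 24 h compound exposure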
ERAP1 HTS inh = human ERAP1 aminopeptidase inhibitors, primary screen, biochemical, single point, plate reader | 0.15% of 340,000 active | AID 652197, 2013 | Endoplasmic reticulum aminopeptidase 1 (Homo sapiens), Q9NZ08 | inhibition, % at 10.7 µM | recombinant ERAP1, Leu-AMC fluorescence, 60 min;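 active = mean replicate inhibition of at least 30%, or all replicates individually reaching that 30% level; inactive = mean below 30% and not every replicate reaching it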;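 note: 0% = neutral control wells and 100% = L-leucinethiol positive control wells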
DENV2 CPE = inhibitors of DENV2 cytopathic effect, primary screen, cell-based, plate reader, single concentration; DENV2-infected cells, cytopathic effect rescue; CPE inhibition, % at 9.99 µM; 1.7% of 350,000 active; in the data active = CPE inhibition above about 20%, passing the limit was not always enough; inconclusive = no clear call, values can overlap the other calls; tested in BHK-21 cells;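 note: 0% = median of neutral control wells and 100% = median of positive control wells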
SIRT5 block = SIRT5 desuccinylase inhibitors, primary screen, biochemical, fluorescence imaging, single point, set 5; inhibition, % at 15 µM; 1.1% of 330,000 active; Purified SirT5, succinyl-peptide AMC, trypsin-coupled fluorescence; NAD-dependent protein deacylase sirtuin-5, mitochondrial (Homo sapiens), Q9NXA8; in the data active = inhibition above about 15%; inconclusive = no clear call, values can overlap the other calls
Target sequence (Q9NXA8 whole entry, looked up): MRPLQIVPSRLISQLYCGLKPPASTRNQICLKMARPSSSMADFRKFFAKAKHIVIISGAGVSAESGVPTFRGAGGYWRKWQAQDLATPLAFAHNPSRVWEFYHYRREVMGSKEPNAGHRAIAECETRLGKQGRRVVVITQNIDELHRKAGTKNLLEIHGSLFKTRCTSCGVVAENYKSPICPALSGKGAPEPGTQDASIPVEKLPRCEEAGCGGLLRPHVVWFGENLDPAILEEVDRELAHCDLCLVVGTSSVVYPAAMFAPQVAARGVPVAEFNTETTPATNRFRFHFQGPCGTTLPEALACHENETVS
Casp6 inh = human caspase-6 inhibitors, primary screen, biochemical, VEID-R110 fluorescence, single point, set 2; P55212; purified caspase-6, Z-VEID-R110 cleavage fluorescence; inhibition, % at 12.5 µM; 0.53% of 350,000 active;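 active = mean inhibition across replicates at least about 35%, with every replicate also reaching that limit, limit read from the data; inconclusive = only one of the two criteria met; inactive = neither criterion met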;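 note: 0% = median of neutral control wells and 100% = no fluorescence left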
Target sequence (P55212 24-179 limits assumed): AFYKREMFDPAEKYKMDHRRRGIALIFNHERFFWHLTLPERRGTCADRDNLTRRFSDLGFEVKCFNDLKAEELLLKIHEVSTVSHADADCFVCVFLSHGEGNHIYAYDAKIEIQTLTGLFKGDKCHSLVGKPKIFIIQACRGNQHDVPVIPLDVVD
Target sequence (P55212 194-293 limits assumed): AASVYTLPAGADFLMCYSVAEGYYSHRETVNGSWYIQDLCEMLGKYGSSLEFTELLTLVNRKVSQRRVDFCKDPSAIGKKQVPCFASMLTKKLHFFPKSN
miR122 inh = miR-122 Renilla sensor signal increase in Huh7, primary screen, miR-122 inhibitor project, cell-based, single point, plate reader | Huh7 miR-122 Renilla luciferase sensor, 48 h; neutral wells = 0, positive control = 100 | activation (reporter increase), % at 12.5 µM | 0.3% of 340,000 active | AID 602342, 2012;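 active = mean replicate activation score at least 90 and every replicate individually at or above 90; inconclusive = only one of the two criteria met; inactive = neither criterion met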;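 note: higher luciferase means less miR-122 activity so hits act as miR-122 inhibitors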
ERp5 inh = inhibitors of ERp5-driven insulin aggregation, primary screen, biochemical, turbidity, absorbance 650 nm, single point; Protein disulfide-isomerase A6 (Homo sapiens), Q15084; 90 min; inhibition, % at 9.99 µM; 0.05% of 350,000 active; AID 651711, 2012;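 active = mean replicate inhibition above about 25%, with every replicate also reaching it, limit read from the data, passing the limit was not always enough; inconclusive = only one of those two criteria met; inactive = neither criterion met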
* marks the source's active call; other numbers are inactive results; ? = inconclusive; · = not tested or not shown; & = joins results of further samples; ! = a repeat was not active; [ ] = dose if it differs, or a comment. Hits appear at their usual frequency; about 4% have a hit in one of these screens.

1	COc1ccc2c(c1)C(CC(C)=O)N(c1ccc(-c3cccs3)cc1)C(c1ccsc1)=C2 (stereo not drawn)
2	Cc1cc(NC(=O)c2ccccc2)ccc1NC(=O)c1ccccc1Cl
3	COc1ccc(-c2cc3nc(NCCCN(C)C)n(C)c(=O)c3s2)cc1OC
4	COC(=O)CCC(=O)NC(=S)Nc1ccc(S(=O)(=O)Nc2cc(C)on2)cc1
5	Cc1cc(NC(=O)CSc2nnc(-c3ccncc3)n2Cc2ccccc2)n(-c2ccccc2)n1
6	O=c1[nH]c(C2CCN(S(=O)(=O)c3ccc(F)cc3)CC2)nc2c1nnn2Cc1ccc2c(c1)OCCO2
7	COc1ccc(NC(=O)Nc2ccc3c(c2)C(=O)N([C@H](C)CO)C[C@@H](C)[C@@H](CN(C)Cc2ccc(C(=O)O)cc2)OCCCC[C@H](C)O3)cc1
8	O=C(COc1ccc2c(C(F)(F)F)cc(=O)oc2c1)Nc1ccc(N2CCOCC2)cc1
screen / no.,1,2,3,4,5,6,7,8
Casp6 inh,-5,3,-57,3,3,0,-1,-2
DENV2 CPE,1,3,12,1,-3,0,-3,-5
CFTR F508del cor,2.0,-0.3,-0.5,-1.3,-1.1,-2.4,-2.3,-0.8
SIRT5 block,-3,-3,-8,-1,-5,4,2,9
miR122 inh,·,11,-10,·,-3,-2,-4[16.7 µM],-8
ERAP1 HTS inh,2,-2,8,-1,1,-3,0,1
ERp5 inh,11,5,-3,9,0,3,-2,0

9	COc1cc(/C=N/NC(N)=O)ccc1OC(=O)c1cccs1
10	O=C(NCCCn1ccnc1)/C(=C\c1cccnc1)NC(=O)c1ccccc1F
11	C[C@H]1Cn2cnc(C(=O)NCC(=O)OC(C)(C)C)c2C(=O)N1
12	COC(=O)[C@]1(CC(C)C)N[C@H](c2ccc(SC3CCCCC3)cc2)[C@@H]2C(=O)N(C)C(=O)[C@@H]21
13	CCCCS(=O)(=O)N1CCCc2nc(-c3ccc(Br)cc3)ccc21
14	CCc1nc2ccc(C(=O)N3CCN(S(=O)(=O)CC)CC3)cn2c1N(CCC(C)C)CCN(C)C
15	O=C(c1ccc(F)cc1)N1CCCCN2[C@H](CO)[C@@H](c3ccc(C#CC4(O)CCCC4)cc3)[C@@H]2C1
16	O=C(C1CCC1)N1CC2(C1)[C@H](c1ccccc1)[C@H](CO)N2CC1CCCC1
screen / no.,9,10,11,12,13,14,15,16
Casp6 inh,1,-6,1,3,-2,-3,-1,2
DENV2 CPE,-3,-7,-6,-14,?,3,7,-7
CFTR F508del cor,0.3,1.6,-1.0,0.6,1.7,-7.2,-2.0,-3.8
SIRT5 block,-5,0,-4,·,·,-2,1,1
miR122 inh,·,·,1,-4,·,2,2[16.7 µM],·
ERAP1 HTS inh,3,3,-5,·,-4,-3,1,1
ERp5 inh,-2,4,0,-6,-2,1,3,0

17	COc1ccc(NC(=O)CNC(=O)C2CCCCC2)cc1OC
18	COc1cccc(CNC(=O)C[C@H]2CC[C@@H](NC(=O)C3CCC3)[C@@H](CO)O2)c1
19	O=C(C1=C[C@H](c2ccc3c(c2)OCO3)C[C@H](OCc2ccc(CO)cc2)O1)N1CCN(Cc2ccc3c(c2)OCO3)CC1
20	COc1cc(C(=O)NCC(=O)N2CCN(S(=O)(=O)c3cc(C)ccc3C)CC2)cc(OC)c1OC
21	O=C(CCc1nnc(CCCCc2ccccc2)o1)NCCCc1cccnc1
22	Cc1ccc(S(=O)(=O)NC(C(=O)O)c2ccccc2)cc1 (stereo not drawn)
23	C[C@@H]1CN([C@H](C)CO)C(=O)CCCn2cc(nn2)CO[C@H]1CN(C)Cc1ccccc1C(F)(F)F
24	C[C@@H]1CCCCO[C@@H](CN(C)Cc2ccncc2)[C@@H](C)CN([C@@H](C)CO)C(=O)c2cc(NS(=O)(=O)c3ccc(Cl)cc3)ccc2O1
screen / no.,17,18,19,20,21,22,23,24
Casp6 inh,-2,0,-4&4&2,0,-2,-1,-1,0
DENV2 CPE,-1,5,59*!,-7,-2,1,-11,-10
CFTR F508del cor,-0.1,1.0,5.0&-1.8&2.7,3.7,0.5,1.9,-0.2,2.8
SIRT5 block,-8,-2,4&0,0,-3,2,-6,7
miR122 inh,9,·,-1,17,·,·,2[16.7 µM],-5[16.7 µM]
ERAP1 HTS inh,2,-2,-2&-1&1,-3,-1,-3,0,1
ERp5 inh,2,-5,7&1&0,4,-2,-1,-7,0

25	Cc1cccc2nc(-c3ccco3)c(Nc3ccccc3)n12
26	O=C(Nc1ccc(S(=O)(=O)N2CCCC2)cc1)c1ccc(Br)o1
27	COc1ccccc1C1C(C(=O)c2ccc(C)o2)=C(O)C(=O)N1c1cc(C)on1 (stereo not drawn)
28	Cc1ccc(NC(=O)CCC2CC(C)(C)OC2=O)cc1 (stereo not drawn)
29	O=C(OCCN1CCOCC1)c1ccccc1
30	Cc1ccc(S(=O)(=O)CCC(=O)Nc2cccc(Cl)c2)cc1
31	Cc1ccc(-c2ccc([C@@H]3[C@H]4CN(C(=O)CN5CCOCC5)CC(=O)N4[C@H]3CO)cc2)cc1
32	O=C(C[C@@H]1C[C@@H]2c3cc(NC(=O)NC4CCCC4)ccc3O[C@@H]2[C@H](CO)O1)NCc1ccccn1
screen / no.,25,26,27,28,29,30,31,32
Casp6 inh,2,3,1,-1,0,-3,-1,3
DENV2 CPE,7,-2,0,·,0,7,5,-4
CFTR F508del cor,-2.2,-1.0,3.3,-2.2,-2.8,0.8,0.4,0.0
SIRT5 block,-1,3,0,·,1,-1,6,3
miR122 inh,3,·,-3,·,·,3,·,·
ERAP1 HTS inh,3,-1,10,11,2,-1,0,-1
ERp5 inh,8,5,-1,0,-2,1,0,-1

Reprinted, compounds 30 to 32
30	Cc1ccc(S(=O)(=O)CCC(=O)Nc2cccc(Cl)c2)cc1
31	Cc1ccc(-c2ccc([C@@H]3[C@H]4CN(C(=O)CN5CCOCC5)CC(=O)N4[C@H]3CO)cc2)cc1
32	O=C(C[C@@H]1C[C@@H]2c3cc(NC(=O)NC4CCCC4)ccc3O[C@@H]2[C@H](CO)O1)NCc1ccccn1
screen / no.,30,31,32
Casp6 inh,-3,-1,3
DENV2 CPE,7,5,-4
CFTR F508del cor,0.8,0.4,0.0
SIRT5 block,-1,6,3
miR122 inh,3,·,·
ERAP1 HTS inh,-1,0,-1
ERp5 inh,1,0,-1

(more compounds)
33	CC(OC(=O)c1cc2ccccc2cc1O)C(=O)Nc1ccc(S(N)(=O)=O)cc1 (stereo not drawn)
34	Cc1ccccc1CN1CCN(C(C)C(=O)NCc2ccccc2)CC1 (stereo not drawn)
35	CCC(C)(NC(=O)Cc1c[nH]c2ccccc12)C(=O)NC1CCCCC1 (stereo not drawn)
36	O=c1cc(CSc2n[nH]c(=O)n2C2CC2)c2ccc(O)cc2o1
37	Cn1cccc1/C=N\NC(=O)C1COc2ccc(C(C)(C)C)cc2O1 (stereo not drawn)
38	CO[C@H]1CN(C)C(=O)c2ccc(NC(=O)CC(F)(F)F)cc2OC[C@H](C)N(C(=O)C2CCOCC2)C[C@@H]1C
39	CCCNC(=O)C12CCC(C)(c3nc4cc(C)c(C)cc4nc31)C2(C)C (stereo not drawn)
40	Cc1ccc(-c2ccc(=O)n(CC(=O)NCCC(C)C)n2)cc1
screen / no.,33,34,35,36,37,38,39,40
Casp6 inh,-4,0,2,0,3,0,·,0
DENV2 CPE,-2,8,-14,-1,6,4,7,-1
CFTR F508del cor,4.8,1.7,1.9,0.3,-3.2,-2.1,-3.6,-0.9
SIRT5 block,2,-6,-3,1,4,-1,1,-3
miR122 inh,10,0,-4,-3,2,·,0,-5
ERAP1 HTS inh,·,0,1,·,5,4,-3,4
ERp5 inh,-7,2,3,-2,4,·,4,2

41	O=S(=O)(c1cccs1)N1CCCCN2[C@H](CO)[C@H](c3ccc(C4=CCCC4)cc3)[C@H]2C1
42	COc1cc(/C=C/C(=O)OCC(=O)N2CCCCCC2)cc(OC)c1OC
43	CCC(C(=O)OCC(=O)N1CCN(S(=O)(=O)c2ccc(C)cc2C)CC1)c1ccccc1 (stereo not drawn)
44	CCN1CCN(c2ccc(NC(=O)c3cccc(N4CCCC4=O)c3)cc2)CC1
45	Cc1cc(NC(=O)c2ccccc2)nc(C)n1
46	CCc1nc2ccc(C(=O)N3CCN(C(=O)c4ccco4)CC3)cn2c1N(C)Cc1cccs1
47	CCOc1ccc(/C=N/NS(=O)(=O)c2ccc(C)cc2)cc1OC
48	COc1ccc(-n2ncc3c2CC(C)(C)CC3NC(=O)C2CCN(C(C)=O)CC2)cc1 (stereo not drawn)
screen / no.,41,42,43,44,45,46,47,48
Casp6 inh,-3,-1,-2,-29,-7,12,-2,4
DENV2 CPE,10,-5,-5,1,-1,-14,10,0
CFTR F508del cor,0.1,-0.3,0.6,-0.2,0.0,2.4,-0.3,1.0
SIRT5 block,5,-2,-14,-2,-3,·,0,0
miR122 inh,11[16.7 µM],0,-4,7,3,-6,9,8
ERAP1 HTS inh,1,1,-3,0,1,-1,1,-6
ERp5 inh,-2,-3,-4,0,-11,-2,3,0

49	Cc1nnc(SCC(=O)N2CC(=O)Nc3ccccc32)s1
50	CO[C@H]1CN(C)C(=O)c2cc(NC(=O)c3ccccc3F)ccc2OC[C@H](C)N(CC2CCOCC2)C[C@@H]1C
51	CC1CCN(c2ccc3c(c2)S(=O)(=O)c2cccc(C(=O)NCc4cccc(F)c4)c2C3=O)CC1
52	COc1cc(C(=O)N/N=C(\C)Cc2ccccc2)cc(OC)c1OC
53	Cc1ccc(C)c(SCC(=O)Nc2cccnc2Cl)c1
54	Cc1ccc2c(c1)C(c1ccccc1)N(C(=O)c1c(F)cccc1Cl)CC(=O)N2 (stereo not drawn)
55	COc1cccc(C(=O)Nc2nnc(-c3ccccc3)s2)c1OC
56	CCCCNC(=O)C(NC(=O)c1cccnc1OC)C(=O)c1ccccc1 (stereo not drawn)
screen / no.,49,50,51,52,53,54,55,56
Casp6 inh,-1,-4,-6,-1,0,1,-3,-1
DENV2 CPE,8,1,·,5,8,1,-12,-4
CFTR F508del cor,-2.4,3.9,-2.5,4.4,0.0,1.0,0.2,-2.4
SIRT5 block,-3,6,·,1,2,-2,0,·
miR122 inh,·,·,-4,·,·,16,·,·
ERAP1 HTS inh,-3,1,1,1,0,-1,3,-2
ERp5 inh,-8,-4,-1,0,3,9,11,4

High-throughput results deposited in PubChem by Broad Institute.
